PKA-R1A act: PKA-R1A complex activation; actives 0.083% (n = 340,000); AID 504707; activation, % at 11.4 µM; PKA-R1A dissociation, Cy5-IP20 fluorescence polarization; scaled: DMSO 0%, 113 µM cGMP 100%;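 active means percent activation above the mean of all tested compounds plus 3 SD, cut at about 19% in these data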;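 further: higher means more PKAc released from R1A so a rise in polarization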
AddAB inh: less growth of phage-infected E. coli with AddAB. inhibition, % at 11.9 µM. actives 0.29% (n = 330,000). E. coli expressing H. pylori AddAB, absorbance growth; in the data active means inhibition above about 12%;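 further: 0% = vehicle wells of infected cells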
MOR-DOR inv ag: inverse agonists of human mu-delta opioid receptor heterodimerization; P35372+P41143; cell-based MOR-DOR heterodimer luminescence, inverse agonism; inhibition, % at 9.3 µM; actives 0.21% (n = 340,000); AID 504357; in the data active means inhibition above about 22%, passing the limit was not always enough;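 further: 0% = cells with DMSO and 100% = wells without cells with DMSO; values of inactives mirror those of a sister screen read the other way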
HTR5A inv ag: counter-screen for OPRM1-OPRD1 inverse agonists: human HTR5A inverse agonism. P47898. HTR5A cell line, luminescence. inhibition, % at 9.3 µM. actives 0.083% (n = 340,000). AID 504634; in the data active means inhibition mostly above about 23%, no sharp cut-off; inactive means mostly below about 18%;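 further: 0% = cells with DMSO and 100% = no-cell wells with DMSO; some compounds called inactive have numbers as strong as hits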
Target sequence (P47898 whole entry, looked up): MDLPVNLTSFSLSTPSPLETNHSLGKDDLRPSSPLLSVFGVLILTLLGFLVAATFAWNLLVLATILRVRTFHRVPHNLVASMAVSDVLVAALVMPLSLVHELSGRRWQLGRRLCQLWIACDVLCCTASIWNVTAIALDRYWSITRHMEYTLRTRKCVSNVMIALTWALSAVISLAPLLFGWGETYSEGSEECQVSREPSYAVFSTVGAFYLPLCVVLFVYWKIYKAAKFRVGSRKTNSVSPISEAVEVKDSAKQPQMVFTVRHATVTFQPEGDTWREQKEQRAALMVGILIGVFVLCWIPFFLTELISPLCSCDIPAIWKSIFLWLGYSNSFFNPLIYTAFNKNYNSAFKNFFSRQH
Ecoli viability: bacterial growth inhibition, counter-screen for AddAB inhibitors. inhibition, % at 11.9 µM. E. coli V3065 growth, OD600 absorbance, 18 h. actives 0.27% (n = 330,000);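 active means inhibition above the campaign's mean inhibition across all tested compounds plus 3 SD, cut at about 9.9% in these data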;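 further: uninfected addAB+ strain grown without phage in ampicillin broth; 0% = DMSO wells and 100% = ciprofloxacin 0.95 µg/ml wells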
MOR-DOR ag: agonists of human mu-delta opioid receptor heterodimerization | cells, OPRM1-OPRD1 heterodimerization, luminescence | activation, % at 9.3 µM | P35372+P41143 | AID 504326 | actives 0.3% (n = 340,000); in the data active means activation above about 18%;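 further: 0% = vehicle-treated cells and 100% = reference agonist; values of inactives mirror those of a sister screen read the other way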
Tat transport: inhibitors of E. coli Tat protein transport. E. coli MC4100 TorA-mCherry Tat export, fluorescence. inhibition, % at 10 µM. actives 0.036% (n = 340,000);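 active means mean replicate inhibition at least 50% and at least half of replicates individually reaching 50%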;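 further: exported cargo escapes ClpAP degradation while cytoplasmic cargo is degraded and loses fluorescence; 0% = median of neutral control wells and 100% = median of NaSCN control wells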
PfHsp90 set2: growth inhibition of yeast expressing Plasmodium Hsp90. S. cerevisiae expressing PfHsp90, BacTiter-Glo ATP, 48 h; yeast lacking PDR1 and PDR3 efflux regulators. inhibition, % at 9.4 µM. actives 0.32% (n = 310,000);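 active means every replicate shows inhibition above about 80%, whatever the replicate mean, limit read from the data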;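 further: 0% = DMSO neutral controls and 100% = 20 µM radicicol positive controls; yeast relying on Plasmodium falciparum Hsp90 in place of its own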
phage Ecoli inh: E. coli growth loss with phage present. inhibition, % at 11.9 µM. growth absorbance. actives 0.26% (n = 360,000); in the data active means inhibition above about 11%
Mot1-301 SUMO: blocks SUMOylation pathway, rescuing yeast Mot1-301 growth; S. cerevisiae Mot1-301 growth rescue, ATP luminescence, 38.5C; percent above DMSO median, 100 means doubled; AID 2716; growth rescue, % at 18.8 µM; actives 1% (n = 320,000);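 active means every valid replicate shows activation above 250% relative to neutral control wells; inactive means the rest, any valid replicate at or below 250%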;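 further: OY570 slx delta 5 strain wells were the positive control but not used for scaling; some compounds called inactive have numbers as strong as hits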
PKA-R2B activ: PKA-R2B complex activation. P22694+P31323. PKA-R2B holoenzyme dissociation, Cy5-IP20 fluorescence polarization; R2B truncated from residue 108, S112A mutant; 0% DMSO only, 100% 113 µM cGMP. activation, % at 11.4 µM. actives 0.079% (n = 340,000). AID 504700;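 active means activation above a cutoff set at the mean over all compounds plus 3 SD, cut at about 18% in these data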;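 further: higher means more holoenzyme dissociation and a rise in polarization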
Target sequence (P31323 whole entry, looked up, other chains not shown, the tested form may be a part): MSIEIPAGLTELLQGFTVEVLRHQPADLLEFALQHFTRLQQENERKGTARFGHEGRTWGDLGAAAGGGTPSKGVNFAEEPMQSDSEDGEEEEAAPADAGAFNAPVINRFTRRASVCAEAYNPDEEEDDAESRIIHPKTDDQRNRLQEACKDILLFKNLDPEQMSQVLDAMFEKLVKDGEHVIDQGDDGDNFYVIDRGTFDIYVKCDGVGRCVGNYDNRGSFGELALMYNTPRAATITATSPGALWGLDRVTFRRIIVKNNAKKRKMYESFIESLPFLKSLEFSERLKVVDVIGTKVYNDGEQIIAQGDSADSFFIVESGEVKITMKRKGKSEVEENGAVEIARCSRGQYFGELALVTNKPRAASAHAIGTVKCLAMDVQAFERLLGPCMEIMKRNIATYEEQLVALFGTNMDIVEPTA
Active calls of the source: *; · = no result given; & = joins results of further samples. Rows were taken by chance. Share with any hit: about 2.2%.

item	canonical_smiles	PKA-R1A act	AddAB inh	MOR-DOR inv ag	HTR5A inv ag	Ecoli viability	MOR-DOR ag	Tat transport	PfHsp90 set2	phage Ecoli inh	Mot1-301 SUMO	PKA-R2B activ
1	CC1=NN(c2ccccc2)C(=O)/C1=C/c1cccc(C)c1	-2	0.2	-1	6	0.5	0.1	-2	24	0.2	-8	0
2	COc1cccc(NC(=O)Cn2nc(Cc3cccnc3)c3ccccc3c2=O)c1	5	2.4	14	14	-1.1	-2.6	4	17	1.1	-9	10
3	CCN(CC#CCC1(O)c2ccccc2-c2ccccc21)C(C)C	5	-0.8	8	4	1.2	-1.4	0	0	2.0	-26	-9
4	CC1(OC(=O)C2CCCC2)C(=O)C=C2C=C(c3ccsc3)N(Cc3ccco3)C=C2C1=O (stereo unspecified)	2	2.9	-13	-28	2.1	2.3	2	32	·	-8	5
5	Cc1cccc(NC(=O)c2cccc(C(F)(F)F)c2)c1	-2	-0.2	-12	17	-0.9	1.7	-5	6	3.5	-11	-1
6	N/N=C1\CCCc2nonc21	2	-0.2	5	-6	0.7	-1.0	3	9	4.4	-8	-5
7	COc1ccc(S(=O)(=O)N(C)C[C@H]2Oc3ccc(NC(=O)C4CC4)cc3C(=O)N([C@H](C)CO)C[C@@H]2C)cc1	-12	0.4	8	16	-1.1	-1.4	-8	3	1.9	2	-4
8	Cc1cccc(NC(=O)CCn2ccnc2C)c1	-14	4.0	14	-14	0.9	-3.2	0	5	3.3	14	-9
9	COc1ccc(CCN(Cc2cc3cc(C)ccc3[nH]c2=O)C(=O)N2CCCC2)cc1OC	12	-2.7	2	4	0.9	-0.4	24	·	3.0	-14	2
10	NC(=O)/C(=C\c1ccccc1)NC(=O)c1ccc(NC(=O)c2ccccc2)cc1	-11	-2.2	23	-9	-0.7	-4.7	5	12	0.9	1	-11
11	COC(=O)[C@H](CC(C)C)NC(=O)Nc1ccc(F)cc1	2	1.7	10	2	1.1	-1.9	-2	-4	0.2	-10	4
12	COC(CN(C(=O)CCl)C(C(=O)NC1CCCCC1)c1ccccc1C)OC (stereo unspecified)	1	-0.6	3	-8	-1.5	-0.4	3	-10	-0.8	12	-8
13	CCOC(=O)Cc1csc(NC(=O)CN2C(=O)c3ccccc3S2(=O)=O)n1	6	4.1	5	-19	-2.4	-0.9	-4	-23	2.0	61	-2
14	Cc1nc2sccn2c(=O)c1S(=O)(=O)NCC1CCN(Cc2ccccc2Cl)CC1	-5	1.5	4	-3	1.4	-0.8	-4	-4	1.1	-16	2
15	CCOC(=O)CNC(=O)Cn1cnc2ccc(S(=O)(=O)N3CCC(C)CC3)cc2c1=O	-5	3.2	6	-27	-0.6	-1.1	-1	4	-1.4	-11	2
16	COc1cccc(NC(=O)CN(C)C(=O)c2ccccc2Sc2ccccc2C#N)c1	-2	1.5	-6	11	2.1	1.6	-5	·	0.5	8	-2
17	O=C(N/N=C/c1cccc(O)c1)c1ccccc1O	5	2.3	14	-35	-0.5	-2.6	-9	17	-0.6	-7	-2
18	COc1cccc(CC(=O)Nc2ccc3c(c2)OC2(CCCC2)O3)c1	-3	-0.8	-1	-7	-2.3	0.3	7	-23	-0.8	8	-5
19	COc1ccc(NC(=S)NNc2ccc([N+](=O)[O-])cc2S(=O)(=O)Nc2ccc(C)cc2C)cc1	-8	1.0	-43	11	-1.2	7.2	8	-50	1.7	-7	8
20	Cc1ccc(N2C(=O)N3[C@@H]4c5ccccc5OC[C@@H]4[C@@H](c4ccccc4)[C@@]3(C)C2=O)cc1	-6	4.7	6	-1	2.6	-1.1	1	16	4.2	20	-7
21	COc1cccc(COC(=O)c2sc3nc4n(c(=O)c3c2C)CCC4)c1OC	7	0.3	8	3	-1.5	-1.5	24	-13	1.6	-9	0
22	COc1ccccc1CN1C[C@@H]2C[C@@H](c3ccc(C)cc3)N3CCC[C@@]23C1=O	-9	2.4	2	0	-1.5	-0.4	-3	-1	4.5	4	-8
23	Cc1nn(CC(=O)NCCN2CCOCC2)c(=O)c2cc3sccc3n12	-3	-1.6	13	-15	-0.4	-2.4	-9	-16	2.9	195	-3
24	Cc1ccc(S(=O)(=O)NCCSc2nnc(N)s2)cc1	-2	3.7	16	-3	1.4	-3.3	1	-20	1.0	-21	-8
25	CN(Cc1cccnc1)C(=O)CNC(=O)c1ccc(Cl)cc1Cl	-3	2.4	3	4	0.0	-0.6	-6	0	4.1	·	8
26	CCOC(=O)c1cn[nH]c1C(F)(F)F	·	2.9	·	·	-1.7	·	0	-26	3.4	-32	·
27	COc1cc(C(=O)Nc2ccc(C)cn2)c([N+](=O)[O-])cc1OC	-5	3.8	5	5	0.1	-1.1	-10	-11	0.1	-17	-4
28	Cc1ccc(C)n1-c1ccc(-c2ccn[nH]2)cc1	2	0.8	-13	6	1.0	2.9	20	-4	0.6	-15	-10
29	CCCCNC(=O)Nc1c(C(=O)OC)[nH]c2ccc(C)cc12	0	3.3	6	4	1.4	-1.1	-11	·	2.5	6	-5
30	CC(=O)Nc1ccc(S(=O)(=O)NNC(=O)C2CCCCC2)cc1	-3	2.0	11	3	1.6	-3.2	1	15	0.9	1	-13

Overlap with the part before: 2 entries, then new ones.
item	canonical_smiles	PKA-R1A act	AddAB inh	MOR-DOR inv ag	HTR5A inv ag	Ecoli viability	MOR-DOR ag	Tat transport	PfHsp90 set2	phage Ecoli inh	Mot1-301 SUMO	PKA-R2B activ
29	CCCCNC(=O)Nc1c(C(=O)OC)[nH]c2ccc(C)cc12	0	3.3	6	4	1.4	-1.1	-11	·	2.5	6	-5
30	CC(=O)Nc1ccc(S(=O)(=O)NNC(=O)C2CCCCC2)cc1	-3	2.0	11	3	1.6	-3.2	1	15	0.9	1	-13
31	Cc1cc(C)[n+]2n1C(=O)C(c1ccccc1)=C2[O-]	0&-3	-0.5&1.7	10&16	3&-23	-1.0&1.8	-1.9&-3.2	-2&-3	9&-9	2.4&6.6	13&-1	8&-14
32	Cc1cccc(NC(=O)NC2(C)CCS(=O)(=O)C2)c1 (stereo unspecified)	-10	-1.4	-1	-11	-1.6	0.2	2	26	2.2	21	-1
33	COCCNC(=O)C(c1ccco1)N(C(=O)Cn1nnc2ccccc21)c1ccccc1C (stereo unspecified)	17	-0.5	9	19	-2.7	-1.5	1	-15	3.0	-3	-11
34	CCOC(=O)c1ccc(NC(=O)c2ccccc2[N+](=O)[O-])cc1	1	3.1	1	20	-0.4	-0.2	5	1	1.5	-4	-3
35	Cc1n[nH]c(=O)c2c(NC(=O)CSc3nc4ccccc4c(=O)n3C(C)C)oc(C)c12	6	3.2	18	-6	-0.3	-3.1	1	-7	-0.2	14	-9
36	O=c1c(Cc2ccc(F)cc2)c(O)ccn1Cc1ccc(F)cc1	-5	4.4	9	23	3.8	-1.9	-8	2	2.3	-1	-13
37	COc1ccc(-c2csc(NC(=O)CSc3ncn[nH]3)n2)cc1OC	13	1.2	0	29	-1.3	0.0	2	-8	1.2	-10	0
38	CN(CC(=O)Nc1cccc(F)c1)C(=O)c1cccnc1Sc1ccc(Cl)cc1	-6	3.6	7	10	-0.7	-1.0	8	21	2.7	-18	-10
39	O=C(NCCS(=O)(=O)N1CCN(c2cccc(Cl)c2)CC1)c1ccc2c(c1)OCO2	3	2.1	14	1	1.3	-2.6	3	·	1.0	·	-5
40	Cc1ccc(C(=O)Oc2cc(C)[nH]c(=O)c2[N+](=O)[O-])cc1	3	0.7	6	-18	-2.7	-0.8	4	11	1.4	·	-4
41	O=C(CNCc1cccs1)Nc1ccc(S(=O)(=O)N2CCCCC2)cc1	-11	1.1	3	7	-2.4	-0.5	8	15	2.4	141	-1
42	O=C(CN(Cc1ccccc1)C(=O)CNS(=O)(=O)c1ccc(F)cc1)NCC1CCCO1 (stereo unspecified)	-7	3.2	-4	-3	0.5	0.5	6	7	0.4	-7	-13
43	Cc1cccc(C(=O)NC(=S)Nc2cccc3nc(C)ccc23)c1	-5	-0.1	19	-11	-2.3	-3.5	5	-13	-2.0	8	2
44	CC(C)(CO)CNC(=O)CC1C(=O)NCCN1CC(c1ccccc1)c1ccccc1 (stereo unspecified)	-4	1.4	12	7	-0.5	-2.5	0	·	1.5	-15	-9
45	CCc1ccc(N(C(=O)c2snc(C(N)=O)c2N)C(C(=O)NC2CCCC2)c2ccco2)cc1 (stereo unspecified)	-1	1.7	-1	-5	-1.1	0.2	-1	5	-1.1	-33	-1
46	CCOc1ccccc1N(C(=O)c1snc(C(N)=O)c1N)C(C(=O)NC1CCCC1)c1cccs1 (stereo unspecified)	3	1.7	4	-6	1.1	-0.6	5	-14	1.5	41	12
47	COc1ccc(/C=C(\NC(=O)c2ccccc2)C(=O)NCCN2CCOCC2)cc1OC	8	2.0	-16	-19	1.8	1.9	7	26	1.4	-2	10
48	CCOc1ccc(NC(=O)Cn2nnc(C(=O)NCc3ccc4c(c3)OCO4)c2N)cc1	-12	2.9	-45	-28	-2.0	8.8	-4	7	2.1	-18	-3
49	Cn1c(=O)c2c(nc(N/N=C/c3cccs3)n2Cc2ccc(Br)cc2)n(C)c1=O	-5	2.9	-12	10	-0.4	2.4	3	15	3.9	6	-6
50	C[C@H](NC(=O)c1nc[nH]c1C(=O)N1CCNCC1)C(=O)OC(C)(C)C	-6	-0.3	6	7	0.8	-1.1	8	5	2.5	-16	-7
51	CC(C)NC(=O)CSc1nc2[nH]ncc2c(=O)[nH]1	-9	0.6	5	3	1.6	-0.6	-12	·	4.0	7	-6
52	CCOC(=O)C1=C(c2ccccc2)NC(=O)NC1c1cc(OC)c(OC)cc1OC (stereo unspecified)	-16	-2.0	10	11	-1.9	-2.0	-9	-2	3.1	-7	-1
53	COc1cccc(CC(=O)OCC(=O)N(C)CC(=O)Nc2ccc(F)cc2)c1	1	-1.0	7	10	3.2	-1.5	-13	4	-0.1	-5	8
54	O=C(c1ccc(NS(=O)(=O)c2ccccc2)cc1)N1CCOCC1	-5	2.3	-7	-16	-2.8	1.1	-5	-1	1.0	55	-4
55	CCCCCNC(=O)c1ccc2c(=O)n(CC3CCCO3)c(=S)[nH]c2c1 (stereo unspecified)	-5	3.7	3	21	1.3	-0.6	-8	·	0.0	-1	3
56	O=C(CSCCO)Nc1ccccc1	0	2.0	11	0	-1.4	-1.9	-6	·	3.4	0	4
57	Cc1cc(C(=O)Nc2ccc(S(=O)(=O)Nc3onc(C)c3C)cc2)c(C)o1	-1	-1.4	12	-4	-1.1	-2.2	-7	-7	0.9	-12	2
58	CC(OC(=O)c1cc(=O)[nH]c2ccccc12)C(=O)Nc1ccc(Cl)cn1 (stereo unspecified)	6	0.2	7	-14	1.4	-1.7	-11	-16	1.4	0	-1
59	CCN(CC(=O)Nc1ccc(NC(C)=O)cc1)C(=O)C1CCCC1	-5	2.8	5	11	0.5	-1.0	-8	10	0.6	0	-9
60	CCOc1ccc(CCN2C(=O)c3cccnc3C2=O)cc1OCC	-1	0.5	13	5	0.1	-2.8	28	-12	7.0	6	-3

Bioassay records from PubChem BioAssay.
